NSD2 inh = inhibitors of human histone methyltransferase NSD2. O96028. NSD2 peptide methylation, AlphaScreen, 120 min. inhibition, % at 12.5 µM. hit rate 0.54% among 310,000. AID 743445; in the data active = inhibition above about 50%
V-ATPase pH = yeast V-ATPase proton transport regulation by pHLuorin; hit rate 0.37% among 350,000; AID 504577; S. cerevisiae, pHLuorin cytosolic pH fluorescence; response, % at 10 µM; in the data active = response mostly above about 7.3%, no sharp cut-off; inactive = mostly below about 5.4%; note: actives read high; inactives centre near 0; some compounds called inactive have numbers as strong as hits; reference of the scale not given here
CAL PDZ FP-1 = blocks peptide binding to human CAL PDZ domain. Q9HD26. purified CAL PDZ, TMR-peptide fluorescence polarization, 1 h. inhibition, % at 20 µM. hit rate 0.02% among 330,000. AID 504414;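 active = highest replicate inhibition of at least 40%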;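 note: plate controls were DMSO neutral control wells for no effect and unlabeled competitor peptide control wells for full effect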
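System: purified tagged CAL PDZ domain construct (CerCALP). Schedule: 1 h incubation at room temperature before polarization reading. Medium: 25 mM sodium phosphate pH 7.4, 150 mM NaCl, TCEP, IgG, Thesit. Read-out: percent inhibition from loss of millipolarization. Measured by: FP readout, S and P plane fluorescence. Probe or stimulus: fluorescent TMR peptide probe.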
C-LANA FP = inhibitors of KSHV LANA C-terminal domain DNA binding. inhibition, % at 9 µM. MBP-C-LANA/FAM-LBS DNA binding, fluorescence polarization. hit rate 0.078% among 340,000;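 active = highest replicate inhibition at or above 60% at 9 µM, even if other replicates fall short; inactive = all replicates below 60% inhibition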;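 note: 0% = neutral control wells and 100% = 4 µM acridine orange control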
Arr AP2 block = inhibitors of human beta-arrestin and AP2 interaction; FITC-arrestin peptide / GST-AP2 beads, flow cytometry; AP2 beta2 appendage carries R879A mutation; inhibition, % at 10 µM; hit rate 0.31% among 340,000; AID 504490;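 active = inhibition above a set limit, near 3 SD of compounds lacking own fluorescence, cut at about 54% in these data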;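 note: plate controls were DMSO wells for no effect and 5 µM unlabelled arrestin peptide for full effect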
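System: GST-AP2 R879A glutathione beads; medium: PBS, Tween 20 0.05%, BSA 0.1%; reagent: fluorescein-tagged arrestin peptide at 50 nM final; schedule: pre-incubation 12 min, peptide binding 1 h, room temperature; detection: flow cytometry, FL1 (488/535 nm); read-out: inhibition as reduced fluorescein signal on beads, percent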
DAGLB inhibitor = diacylglycerol lipase beta (human) inhibition | Q8NCG7 | HEK293T DAGLB membrane lysate, EnzChek fluorogenic substrate | inhibition, % at 5.17 µM | hit rate 0.059% among 340,000; in the data active = inhibition above about 34%;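 note: 0% = enzyme with vehicle and 100% = wells lacking enzyme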
Target sequence (Q8NCG7 whole entry, looked up): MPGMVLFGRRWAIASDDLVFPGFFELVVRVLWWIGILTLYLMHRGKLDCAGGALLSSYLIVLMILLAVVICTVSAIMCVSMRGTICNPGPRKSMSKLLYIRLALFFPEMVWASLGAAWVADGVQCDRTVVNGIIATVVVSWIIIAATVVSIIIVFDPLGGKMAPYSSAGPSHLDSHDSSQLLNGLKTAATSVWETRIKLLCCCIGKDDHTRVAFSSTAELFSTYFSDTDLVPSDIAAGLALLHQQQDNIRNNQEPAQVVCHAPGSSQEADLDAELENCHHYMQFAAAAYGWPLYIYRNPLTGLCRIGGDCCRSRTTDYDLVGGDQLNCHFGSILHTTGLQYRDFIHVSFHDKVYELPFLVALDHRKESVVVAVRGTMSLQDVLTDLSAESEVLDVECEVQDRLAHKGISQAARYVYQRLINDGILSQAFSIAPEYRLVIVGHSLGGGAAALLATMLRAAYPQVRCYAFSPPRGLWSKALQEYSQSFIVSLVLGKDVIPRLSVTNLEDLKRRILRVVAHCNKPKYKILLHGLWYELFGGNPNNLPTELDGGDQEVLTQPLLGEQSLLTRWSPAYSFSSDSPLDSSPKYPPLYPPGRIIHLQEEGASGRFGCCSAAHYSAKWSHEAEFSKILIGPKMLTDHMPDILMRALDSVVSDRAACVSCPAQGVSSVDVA
Pemphigus Ab inh = inhibitors of pemphigus antibody binding to human desmoglein-3; binding (percent of control), % at 10 µM; AID 588358; DSG3-coupled beads, scFv-anti-DSG3-GFP binding, flow cytometry; stronger effect = lower value; hit rate 0.48% among 310,000; P32926;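 active = binding more than 3 SD below its plate's average and above zero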; note: some compounds called inactive have numbers as strong as hits
Keap1 Nrf2 FP = Keap1-Nrf2 (human) interaction inhibition; Q14145; hit rate 0.15% among 340,000; Keap1 Kelch-Nrf2 peptide fluorescence polarization, 1536-well; inhibition, % at 9.4 µM; in the data active = inhibition above about 12%;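 note: human Keap1 Kelch domain with fluorescein labeled Nrf2 9mer peptide probe; 0% = neutral control wells and 100% = peptide positive control; higher means more block of Keap1 binding to Nrf2 peptide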
CAL PDZ FP-2 = blocks peptide binding to the human CAL PDZ domain. purified CAL PDZ, TMR-peptide fluorescence polarization, 1 h. inhibition, % at 24.9 µM. hit rate 0.92% among 300,000. AID 602252;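 active = mean inhibition of at least 30% with at least half of replicates also reaching 30%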;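 note: 0% = DMSO neutral control and 100% = excess unlabeled competitor peptide PRC23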
Cardiac RTF inh = cardiac RTF calcium desensitization; AID 493244; hit rate 0.12% among 340,000; inhibition, % at 7.15 µM; P19429+P45379; IANBD-labeled cardiac RTF, Ca2+ fluorescence;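 active = inhibition above the mean inhibition of all tested compounds plus 3 SD, cut at about 17% in these data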;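 note: assay run at fixed EC70 calcium of 1.6 mM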
Active calls of the source: *; · = not tested or not shown. The list is partial. The share of hits here may be higher or lower than overall.

SMILES | NSD2 inh | V-ATPase pH | CAL PDZ FP-1 | C-LANA FP | Arr AP2 block | DAGLB inhibitor | Pemphigus Ab inh | Keap1 Nrf2 FP | CAL PDZ FP-2 | Cardiac RTF inh
CCN1C[C@@H]2[C@@H]3C(=O)N(C)C(=O)[C@@H]3[C@](Cc3ccccc3)(C1=O)N2C(=O)c1ccc(C)cc1 | · | 2 | -2.3 | -0.8 | 6 | 3 | 97 | -5 | -1 | -12
O=C(NCC1CCCO1)c1ccccc1NS(=O)(=O)c1ccc(Br)s1 (stereo not given) | -1 | -3 | 0.0 | -0.7 | 14 | 1 | 100 | -9 | · | -2
COc1ccccc1Nc1ncnc2c1c(C)c(C)n2CCO | 2 | -1 | · | -1.6 | -26 | 2 | 102 | -4 | -15 | 6
CC(=O)c1cc(C)c(OC(=O)c2ccccc2)c(C)c1 | -4 | 0 | -1.4 | 16 | 17 | -4 | 105 | 3 | -1 | -2
O=C(N/N=C(\c1ccccc1)c1cccnc1)c1cccc(F)c1 | 3 | -1 | -4.3 | 1.4 | 8 | 1 | · | 4 | -2 | 4
COc1ccc(NC(=O)C(F)(OC)C(F)(F)F)c(OC)c1 (stereo not given) | -1 | 5 | -4.4 | 0.7 | 8 | -2 | 99 | -5 | -4 | -2
Cc1cc(S(=O)(=O)N2CCOCC2)ccc1OCC(=O)N1CCC(C(N)=O)CC1 | 21 | -1 | -2.4 | 0.8 | 26 | 1 | 104 | -6 | 2 | -8
COc1ccc(-n2cc(-c3ccccc3)c3c(NCCOCCO)ncnc32)cc1 | 1 | -1 | -1.3 | -1.2 | 6 | -8 | 106 | -2 | 3 | -9
COc1ccc(CCNC(=O)C(=O)NCC2CCCN2S(=O)(=O)c2ccccc2)cc1 (stereo not given) | 0 | 6 | -1.9 | -0.6 | 35 | -2 | 102 | -1 | 0 | -2
COc1ccc(NC(=O)N(C)C[C@H]2Oc3ccc(NC(=O)C4CC4)cc3CC(=O)N([C@@H](C)CO)C[C@@H]2C)cc1 | · | 0 | -0.2 | -1.8 | 27 | -1 | 91 | 3 | -4 | -6
O=S(=O)(c1cccs1)N1CN(CC2CCCO2)c2nc3ccccc3nc21 (stereo not given) | 2 | 1 | -2.8 | -0.2 | 0 | 2 | 102 | 0 | -2 | 0
C[C@H](CO)N1C[C@H](C)[C@@H](CN(C)C(=O)NC2CCCCC2)Oc2ccc(NC(=O)C3CCCCC3)cc2C1=O | · | 0 | -0.3 | 0.5 | 6 | -2 | 100 | -3 | -3 | -1
Fc1cc2ncn(Cc3ccccc3)c2cc1F | 1 | -3 | -0.8 | -0.2 | 4 | -6 | 106 | 1 | -4 | -2
COc1ccccc1NC(=S)NCCc1ccc(OC)c(OC)c1 | -5 | 4 | 2.2 | -0.7 | -5 | -1 | 104 | -6 | 0 | -2
COC(=O)c1cc(NC(=O)/C=C/c2ccc3c(c2)OCO3)cc(C(=O)OC)c1 | 1 | 2 | -3.9 | -0.6 | -10 | -1 | 100 | -5 | -7 | -4
Cc1ccc(NC(=O)COc2ccccc2C(=O)NCc2ccccc2)cc1 | -2 | 2 | -0.9 | -1.0 | -20 | -5 | 103 | 4 | -1 | -3
Cc1ccc(S(=O)(=O)N2CCN(C(=O)c3n[nH]c(=O)c4ccccc34)CC2)cc1 | -11 | 0 | -0.5 | -1.2 | 6 | -4 | 101 | -6 | · | -9
CCCC1CCC(=NNC(=S)NCCc2ccccc2)CC1 (stereo not given) | 0 | -2 | 0.1 | 0.0 | 8 | -12 | 94 | -4 | -5 | 3
Cc1ccc(SCc2c(C(=O)N/N=C/c3ccc4c(c3)OCO4)nnn2-c2nonc2N)cc1 | -1 | 1 | -1.8 | -0.4 | -9 | -2 | 101 | 1 | -6 | -9
Cc1sc(=NC(=O)c2ccco2)n(C)c1-c1ccc(F)cc1 | 2 | 4 | -1.2 | -1.4 | -2 | -14 | 77 | -7 | -4 | 1
CN(C)CCNC(=O)NC(=O)c1ccc(Cl)cc1 | -1 | 2 | -1.1 | 0.3 | -2 | 2 | 81 | 0 | -3 | 6
CC(=O)/C(=C\N(C)C)Sc1ccc(Cl)cc1 | 1 | 1 | 0.6 | -0.4 | 6 | -1 | · | -7 | -1 | -4
CC(C(=O)O)c1ccc(N2Cc3ccccc3C2=O)cc1 (stereo not given) | · | 2 | -0.2 | 1.6 | 13 | -1 | 96 | -2 | 3 | -1
CCN(CC)CCNC(CC(=O)Nc1ccc(Cl)cc1Cl)C(=O)O (stereo not given) | 1 | -3 | -0.8 | -0.2 | 0 | 0 | · | -4 | -2 | 4
COc1ccccc1NNC(=O)c1cc(C(C)(C)C)nn1Cc1ccccc1 | 18 | 1 | -0.9 | -2.3 | -6 | -8 | 114 | 0 | · | -3

Next part
SMILES | NSD2 inh | V-ATPase pH | CAL PDZ FP-1 | C-LANA FP | Arr AP2 block | DAGLB inhibitor | Pemphigus Ab inh | Keap1 Nrf2 FP | CAL PDZ FP-2 | Cardiac RTF inh
Cc1ccc(S(=O)(=O)n2c(CN3CCCC(C)C3)nc3ccccc32)cc1 (stereo not given) | 4 | 4 | -1.0 | 1.7 | 22 | -9 | 105 | -1 | -1 | 2
CCCn1c(SCC(=O)NCc2ccc(OC)cc2)n[nH]c1=O | -9 | 1 | -1.6 | 0.8 | 9 | 0 | 117 | -6 | 3 | -7
CC(=O)NCCNC(=O)c1ccc(CSc2ccc(Cl)cc2)cc1 | -1 | 2 | -2.2 | 0.7 | -4 | 2 | · | -7 | · | 4
CCOC(=O)Cc1csc(N/C(=N/S(=O)(=O)c2ccc(Cl)cc2)c2ccccc2)n1 | 4 | 0 | -2.8 | -0.5 | -10 | 0 | 102 | -7 | 0 | -4
COc1ccccc1N(CC(=O)NCCSCc1cccc(Cl)c1)S(C)(=O)=O | -2 | -2 | -1.4 | -0.8 | 2 | -2 | 106 | -3 | 0 | -12
O=C(NC1CCN(Cc2ccc3ccccc3c2)CC1)c1ccccc1 | · | 3 | -4.7 | 2.2 | 6 | -2 | 95 | 1 | 1 | -6
O=C(COc1ccc(/C=N/NC(=O)c2cccnc2)cc1)Nc1ccccc1 | 5 | 1 | -4.2 | 2.1 | -4 | -1 | · | 4 | -3 | -7
COc1ccc(CCC(C)NCc2ccc(F)cc2)cc1 (stereo not given) | -1 | 1 | -1.2 | -1.1 | 6 | 0 | 123 | -3 | -2 | 5
Cc1cc(C)cc(NC(=O)CSc2nnc(C3CC3)n2CC2CCCO2)c1 (stereo not given) | 2 | 1 | -2.5 | 0.0 | -3 | 2 | 99 | -7 | 2 | -6
Cc1cccc(C(=O)NNC(=O)c2ccc(F)cc2)c1 | 4 | 2 | -1.9 | -0.8 | -4 | -1 | 84 | -2 | -3 | -2
CCOC(=O)C1=CN(Cc2ccco2)S(=O)(=O)N(CC)C1c1cccc(OC)c1 (stereo not given) | · | 1 | 0.2 | 1.1 | 9 | -4 | 108 | -5 | -5 | -4
COc1ccccc1C(=O)OCCCN=C1NS(=O)(=O)c2ccccc21 | 0 | 3 | -0.3 | -0.5 | -3 | -2 | 88 | 4 | · | 3
CC(C)c1ccc(NC(=O)c2ccc(Br)o2)cc1 | 4 | 3 | -2.9 | -1.9 | -12 | -9 | 111 | 0 | -1 | 4
CC(=O)Nc1sc(N/N=C/c2ccc(C)cc2)nc1-c1ccc(C)cc1 | -2 | 4 | 0.2 | 3.1 | -21 | 0 | · | 4 | 0 | -8
COc1ccc2c(c1)NC(=O)CC(c1ccccc1)=N2 | 3 | -1 | 0.4 | -0.5 | 4 | 3 | 101 | -4 | · | -4
O=C(Nc1c2c(nn1-c1ccc(F)cc1)CS(=O)C2)c1ccc(S(=O)(=O)N2CCOCC2)cc1 (stereo not given) | -7 | -2 | -1.5 | 0.0 | 20 | -2 | 95 | 4 | -5 | -4
CN(C(=O)CN1C(=O)/C(=C/c2ccccc2F)SC1=S)C1CCS(=O)(=O)C1 (stereo not given) | -12 | 3 | -1.3 | -0.2 | -10 | -1 | 103 | 1 | -3 | -8
CC(C)c1ccc(NC(=O)NC2CCCCC2)cc1 | -3 | -2 | -0.4 | -0.6 | -4 | -4 | 100 | -10 | · | -4
CC(C)CC(O)(c1ccccc1)C(CN1CCOCC1)c1ccccc1 (stereo not given) | -3 | 1 | 0.1 | 2.1 | -1 | -3 | 97 | -3 | · | -7
COc1ccc2nc(NC(=S)NC(=O)c3ccco3)sc2c1 | -1 | -1 | -2.9 | 0.2 | 3 | 0 | 104 | -3 | -3 | 0
O=C(O)C1C2C=CC(C2)C1C(=O)NCc1cccs1 (stereo not given) | -1 | 3 | -2.1 | 0.1 | 11 | 0 | 104 | -1 | -1 | -3
O=C1C2CCCCN2C(=O)N1CCN1CCN(c2cccc(Cl)c2)CC1 (stereo not given) | -2 | 6.3* | -0.3 | -3.3 | 2 | 2 | 116 | -10 | -2 | -9
CCOC(=O)c1ccc2nc(Nc3nc4ccc(F)cc4s3)sc2c1 | 0 | 2 | -0.6 | 0.8 | 5 | 0 | · | -2 | -1 | 5
CCOc1ccc(NC(=O)c2ccc(-n3cccn3)nc2)cc1 | 4 | 1 | -1.5 | 1.8 | -1 | -1 | 98 | -6 | -8 | 7
O=C(NCc1ccccc1)C1=C[C@H](c2ccc(Br)cc2)C[C@H](OCCCCO)O1 | · | -2 | -0.3 | 0.9 | -15 | 2 | 96 | -4 | 4 | -4
O=C(CSc1nc(C(F)(F)F)cc(=O)[nH]1)N1CCOCC1 | -2 | 3 | -1.9 | 1.7 | 0 | -1 | 103 | -1 | -2 | -11
Cc1nnc(SCC(=O)Nc2ccc(-c3nc4ccccc4s3)cc2)s1 | -4 | 0 | -2.7 | 2.5 | 2 | -2 | 94 | -2 | -2 | 13
Cc1n[nH]c(=O)c2c(NC(=O)CSc3nc4ccccc4c(=O)n3CCCOC(C)C)oc(C)c12 | -1 | 0 | -3.5 | 2.2 | 3 | 2 | · | -2 | -12 | -3
C[C@@H]1CN(C(=O)c2nc3ccc(Cl)cn3c2CN[C@H]2CCCCNC2=O)C[C@H](C)O1 | 0 | -5 | -3.1 | -0.8 | 9 | 0 | 97 | -7 | -2 | -2
C=CC[C@@H](CC(=O)N[C@H](CO)Cc1ccccc1)C(=O)N[C@H](COC(=O)[C@@H](CC=C)Cc1ccc(F)cc1)Cc1c[nH]c2ccccc12 | · | 2 | -0.1 | 2.8 | -2 | 1 | 102 | 2 | -1 | -4

Ordered by the number under DAGLB inhibitor (ascending): 3 of the compounds above
SMILES	NSD2 inh	V-ATPase pH	CAL PDZ FP-1	C-LANA FP	Arr AP2 block	DAGLB inhibitor	Pemphigus Ab inh	Keap1 Nrf2 FP	CAL PDZ FP-2
CCOc1ccc(NC(=O)c2ccc(-n3cccn3)nc2)cc1	4	1	-1.5	1.8	-1	-1	98	-6	-8
CC(=O)Nc1sc(N/N=C/c2ccc(C)cc2)nc1-c1ccc(C)cc1	-2	4	0.2	3.1	-21	0	·	4	0
O=C(NCc1ccccc1)C1=C[C@H](c2ccc(Br)cc2)C[C@H](OCCCCO)O1	·	-2	-0.3	0.9	-15	2	96	-4	4

Compound activity (PubChem BioAssay)
